SKKanGAS inh: blocks kanamycin growth of S. pyogenes SKKanGAS strain; BacTiter-Glo, 6 h; inhibition, % at 7.5 µM; 1.3% of 300,000 active; AID 1662;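 active means mean replicate score, as percent of positive control median, at least 50; inconclusive means mean below 50 but one replicate at or above 50; inactive means mean and every replicate below 50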;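 further: strain carries kanamycin resistance gene driven by streptokinase promoter and grows in 40 µg/ml kanamycin; loss of luminescence reflects streptokinase promoter inhibition or plain growth inhibition; 0% = median of DMSO wells and 100% = positive control at its reference dose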
TRPC6 act: activates the mouse TRPC6 cation channel. HEK293-TRPC6 membrane potential dye fluorescence; stronger effect = higher value. 0.13% of 310,000 active. Q61143. B-score at 10 µM;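 active means B-score of the integrated fluorescence ratio above library mean plus 3 SD, and starting fluorescence ratio within library mean plus 5 SD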;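 further: higher score means more depolarization so channel activation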
TMEM16A inh: blocks the mouse calcium-activated chloride channel TMEM16A. Q8BHY3. HEK293 TMEM16A/YFP iodide influx fluorescence, ionomycin. normalized B-score (activity score, 25-100; higher = stronger inhibition) at 10 µM. 1.2% of 310,000 active;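 active means ratio plate-corrected score three or more library SD toward inhibition, starting fluorescence score within five deviations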;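 further: score derived from kinetic fluorescence span divided by baseline fluorescence per well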
Target sequence (Q8BHY3 whole entry, looked up): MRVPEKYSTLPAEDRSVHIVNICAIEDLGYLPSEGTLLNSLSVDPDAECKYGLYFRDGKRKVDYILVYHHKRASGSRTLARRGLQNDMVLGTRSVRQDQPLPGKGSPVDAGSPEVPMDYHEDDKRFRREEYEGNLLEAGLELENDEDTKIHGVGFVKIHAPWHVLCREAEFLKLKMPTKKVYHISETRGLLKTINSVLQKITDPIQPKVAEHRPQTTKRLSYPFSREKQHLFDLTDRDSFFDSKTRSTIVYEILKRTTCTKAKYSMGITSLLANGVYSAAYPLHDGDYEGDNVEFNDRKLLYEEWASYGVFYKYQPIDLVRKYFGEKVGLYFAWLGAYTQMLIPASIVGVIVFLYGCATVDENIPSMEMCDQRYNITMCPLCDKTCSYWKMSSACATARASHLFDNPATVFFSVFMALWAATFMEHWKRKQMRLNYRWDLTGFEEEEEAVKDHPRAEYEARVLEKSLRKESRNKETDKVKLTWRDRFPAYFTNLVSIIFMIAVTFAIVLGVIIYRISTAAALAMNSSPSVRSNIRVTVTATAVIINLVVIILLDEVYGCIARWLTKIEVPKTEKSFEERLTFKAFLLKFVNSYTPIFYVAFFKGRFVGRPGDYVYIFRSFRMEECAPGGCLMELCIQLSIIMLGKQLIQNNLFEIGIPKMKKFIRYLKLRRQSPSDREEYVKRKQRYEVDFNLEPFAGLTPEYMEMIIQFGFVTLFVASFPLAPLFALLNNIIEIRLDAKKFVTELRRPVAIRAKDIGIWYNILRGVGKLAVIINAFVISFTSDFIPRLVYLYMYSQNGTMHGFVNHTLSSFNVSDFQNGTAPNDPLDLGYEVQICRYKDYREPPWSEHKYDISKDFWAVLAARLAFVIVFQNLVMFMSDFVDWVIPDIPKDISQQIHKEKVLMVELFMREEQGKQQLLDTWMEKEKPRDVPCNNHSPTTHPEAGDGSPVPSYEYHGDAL
RGS4 block: inhibitors of human RGS4; HEK293 M3R/RGS4 inducible, Fluo-4 calcium flux; stronger effect = higher value; triggered by carbachol at its EC20; 0.45% of 310,000 active; P49798; B-score at 10 µM;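 active means B-score, a plate-corrected calcium signal, over three deviations above library mean, with baseline fluorescence within five deviations of library mean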;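 further: RGS4 expression induced by doxycycline in cells with stable M3 receptor; B-score is computed from the integrated fluorescence ratio over baseline after carbachol; higher B-score means a larger calcium signal and so more RGS4 inhibition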
TMEM16A act: activates or potentiates the mouse TMEM16A chloride channel; 0.3% of 340,000 active; B-score at 10 µM; Q8BHY3; HEK293 TMEM16A/YFP-H148Q/I152L, iodide quench fluorescence; stronger effect = lower value;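 active means fluorescence-ratio B-score plate-corrected deviation score at least 3 library SD below zero, with starting fluorescence score within 5 deviations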;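 further: channel opened by trigger with iodide after compound preincubation; score built on the fluorescence ratio of max minus min over baseline; more negative score means more quench and so TMEM16A activation or potentiation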
HDAC3 inh: blocks human histone deacetylase 3 | O15379 | recombinant HDAC3, fluorogenic peptide/trypsin coupled, fluorescence | inhibition, % at 8.3 µM | 0.15% of 320,000 active | AID 2718; in the data active means inhibition above about 26%, passing the limit was not always enough; inconclusive means no clear call, values can overlap the other calls
TRPC6 inh: blocks the mouse TRPC6 cation channel. 1.1% of 310,000 active. Q61143. B-score at 10 µM. AID 2553. HEK293-TRPC6, membrane potential dye, ACh-evoked depolarization; stronger effect = lower value;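 active means B-score under library mean minus 3 SD, initial fluorescence not abnormally high, positive integrated signal ratio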;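 further: B-score derived from integrated fluorescence ratio over the kinetic read; more negative B-score means stronger inhibition of depolarization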
MrgX1 PAM: human MrgX1 positive allosteric modulation, primary screen; Q96LB2; MrgX1-HEK293, Fluo-4 calcium flux, FDSS; stronger effect = higher value; B-score at 10 µM; 0.63% of 310,000 active; AID 588675;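 active means plate-corrected calcium response at least 3 library SD above typical, normal starting fluorescence, not activating the receptor alone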;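 further: compound read alongside a low EC10 to EC30 dose of BAM8-22 agonist; peak minus trough fluorescence over baseline measured at the second addition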
MrgX1 agonist: human MrgX1 receptor agonism, primary screen; MrgX1-HEK293 cells, Fluo-4 calcium fluorescence, agonist mode; stronger effect = higher value; B-score at 10 µM; 0.44% of 310,000 active; AID 588627;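 active means calcium response B-score plate-corrected fluorescence ratio at least 3 library SD, with starting fluorescence B-score inside 5 SD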
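Assay system: stable human MrgX1 HEK293 cell line. Quantity: 15,000 cells per well. Schedule: cells plated overnight, dye loaded 0.5 h 37 °C, 0.5 h room temperature. Detection: Fluo-4 NW calcium-flux fluorescence, kinetic read. Read-out basis: peak-minus-minimum fluorescence over baseline, converted to B scores. Control set: positive and negative control wells on each plate.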
MrgX1 antag: human MrgX1 receptor antagonism, primary screen. B-score at 10 µM. 1.3% of 310,000 active. MRGX1-HEK293 calcium flux, Fluo-4, BAM8-22 antagonism; stronger effect = lower value. AID 588676;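 active means calcium-response B-score plate-corrected more than 3 library SD below zero, starting fluorescence within 5 deviations, no agonist response on first addition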;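 further: peak minus trough fluorescence over baseline after final BAM8-22 challenge near maximal dose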
RGS4 pot: potentiators or activators of RGS4 | B-score at 10 µM | HEK293 M3R/inducible RGS4, carbachol calcium flux Fluo4; stronger effect = lower value | 0.92% of 310,000 active;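 active means B-score of the integrated calcium signal more than 4 SD below the library mean, with starting fluorescence not abnormally high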;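 further: negative B-score means reduced calcium response which marks RGS4 activation or potentiation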
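Assay system: Inducible-RGS4 HEK293 cells carrying M3 receptor | Schedule: Compound preincubation 20 min at room temperature before agonist | Signal: Kinetic calcium fluorescence imaging with Fluo4-AM dye, 2 µM | Read-out basis: B score from integrated fluorescence ratio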
An asterisk follows results filed as active; i = inactive; ? = inconclusive; nt = no result given.

SMILES | SKKanGAS inh | TRPC6 act | TMEM16A inh | RGS4 block | TMEM16A act | HDAC3 inh | TRPC6 inh | MrgX1 PAM | MrgX1 agonist | MrgX1 antag | RGS4 pot
CCCCCC1CC(CC(=O)Nc2nncs2)C(=O)O1 (stereo not drawn) | -4.3 | i | i | i | i | -0.1 | i | i | i | i | i
O=C(NCCc1ccccc1)c1c(O)c2cccc3c2n(c1=O)CC3 | 23.5 | i | i | i | nt | -1.9 | i | i | i | i | i
CC(=O)Nc1cccc(CCc2nc3ccccc3[nH]2)c1 | -2.2 | i | i | i | i | -3.3 | i | i | i | i | i
Cc1ccc(S(=O)(=O)/N=C2/NC(=O)/C(=C/c3ccc(Br)o3)S2)cc1 | 15.7 | i | 25* | i | i | 8.2 | i | i | i | i | i
Cc1ccc(-c2cc(C(=O)Nc3ccccc3C)c3ccccc3n2)o1 | 5.1 | i | i | i | i | 1.9 | i | i | i | -4.77* | i
O=C(OCC(=O)N1CCN(c2ccccc2)CC1)c1ccc2ccccc2n1 | 12.8 | i | i | i | i | -4.8 | i | i | i | i | i
CCCCCCc1c(C)[nH]c2nc3ccccc3n2c1=O | 10.6 | i | i | i | i | 5.6 | i | i | i | i | i
CCN(CC)S(=O)(=O)c1cccc(C(=O)OCC(=O)c2ccc3c(c2)OCCO3)c1 | 3.4 | i | 25* | i | i | -9.6 | i | i | i | i | i
CCC(=O)Nc1cc(C(=O)OCc2ccc(C(=O)Oc3ccccc3)cc2)ccc1C | -16.8 | i | i | i | i | 1.9 | i | i | i | i | i
CC(=O)Nc1ccc(S(=O)(=O)NCCC(=O)OC(C)C(=O)c2ccc(C)cc2)cc1 (stereo not drawn) | -25.6 | i | i | i | i | -4.4 | i | i | i | i | i
Cc1cc(NC(=S)NC(=O)/C=C/c2ccc(S(=O)(=O)N3CCOCC3)cc2)ccc1Br | 14.0 | i | i | i | i | -2.0 | i | i | i | i | i
CC(C)(C)c1ccc(-c2nc(C#N)c(NCc3ccncc3)o2)cc1 | 7.4 | i | i | i | i | -9.0 | i | i | i | i | i
Cc1cc(C)c(C(N)=O)c(NC(=O)Nc2ccccc2Cl)n1 | 2.9 | i | i | i | i | -9.8 | i | i | i | -4.55* | i
Cc1cc(C)c(S(=O)(=O)N(C)CC(=O)NCCN2CCOCC2)c(C)c1 | -14.6 | i | i | i | i | 1.5 | i | i | i | i | i
Cc1ccc(OCc2cc(C(=O)Nc3ccccc3)oc2C)cc1 | 20.1 | i | i | i | i | -10.7 | i | i | i | i | i
Cc1nn(C)c(Cl)c1NC(=O)OCc1ccc(F)cc1 | -9.4 | i | i | i | i | -8.4 | i | i | i | i | i
CCOC(=O)N1CCN(CCc2ccccc2)CC1 | 11.2 | i | i | i | i | ? | i | i | i | i | i
Cc1ccc2nc(-c3ccc(NC(=O)C4CCCO4)cc3)[nH]c2c1 (stereo not drawn) | -4.1 | i | i | i | i | 1.8 | i | i | i | i | i
CCc1nc(SCC(=O)Nc2cc(C)on2)n[nH]1 | -7.0 | i | i | i | i | 0.5 | i | i | i | i | i
CCN(CC)C(=O)C1CCCN(c2ccccc2[N+](=O)[O-])C1 (stereo not drawn) | 4.2 | i | i | i | i | 4.5 | i | i | i | i | i
CSc1nnc([C@H](Cc2c[nH]c3ccccc23)NC(=O)OC(C)(C)C)o1 | 4.7 | i | i | i | i | 0.0 | i | i | i | i | i
CCCOc1ccc(N2CC(C(=O)Nc3ccccc3C(=O)NC)CC2=O)cc1 (stereo not drawn) | 3.5 | i | i | i | i | -4.3 | i | i | i | i | i
O=C(CCNC(=O)c1ccco1)Nc1ccc(OC(F)F)cc1 | 3.7 | i | i | i | i | 6.8 | i | i | i | i | i
COc1ccccc1-c1c(C)oc2c(CN3CCN(CCO)CC3)c(O)ccc2c1=O | -0.9 | i | nt | i | i | nt | i | nt | nt | nt | i
Cc1c(C(=O)Oc2cccc3cccnc23)cccc1[N+](=O)[O-] | 8.9 | i | i | 10.2* | i | 2.4 | i | i | i | i | i
COc1ccc(C(=O)[C@@H]2CC[C@](C)(C(=O)O)C2(C)C)cc1 | 6.8 | i | i | i | i | -2.4 | i | i | i | i | i
COc1ccccc1CN1CCCC(N2CCN(c3ccccc3OC)CC2)C1 (stereo not drawn) | 2.4 | i | i | i | i | 1.3 | i | i | i | i | i
Cc1cc2[nH]c(=O)c(=O)[nH]c2cc1S(=O)(=O)NC1CCCCC1C (stereo not drawn) | 4.2 | i | i | i | i | -23.1 | i | i | i | i | i
CCN(CC(=O)NCc1ccc(Cl)cc1)C(=O)c1cnc(Cl)c(Cl)c1 | -0.8 | i | i | i | i | 1.4 | i | i | i | i | i
CCCCC(=O)Nc1sc2c(c1C(=O)OCC)CCC(C=O)=C2Cl | 8.8 | i | i | i | i | -1.3 | i | i | i | i | i
CCOC(=O)c1cc2c(=O)n3cccc(C)c3nc2n(CCOC)c1=NC(C)=O | 3.3 | i | i | i | i | -348.4 | i | i | i | i | i
Cc1cccc(C)c1OCc1cc(C(=O)N2CCN(C3CCCC3)CC2)no1 | 16.6 | i | i | i | i | 0.5 | i | i | i | i | i
Cc1ccc(S(=O)(=O)/N=C(/Nc2c(C)n(C)n(-c3ccccc3)c2=O)c2ccccc2)cc1 | 0.1 | i | i | i | i | -5.3 | i | i | i | i | i
COc1ccc(CC(=O)N/N=C/c2ccc(Cl)s2)cc1OC | -4.3 | i | i | i | i | 1.5 | i | i | i | i | i
N/C(=N\OC(=O)Cc1ccccc1)c1ccncc1 | -10.9 | i | i | i | i | 2.2 | i | i | i | i | i
CNC(=O)CN1C(=O)NC2(CCc3ccccc3C2)C1=O (stereo not drawn) | -0.5 | i | i | i | i | -3.7 | i | i | i | i | i
CCCCCCOc1ccc(N2C(=O)CC(NCCc3ccc(S(N)(=O)=O)cc3)C2=O)cc1 (stereo not drawn) | 3.0 | i | i | i | i | 8.5 | i | i | i | i | i
CCOc1ccc(CN2CCNC(=O)C2CC(=O)NCc2csc(C(C)C)n2)cc1 (stereo not drawn) | 1.8 | i | nt | i | i | nt | i | nt | nt | nt | i
Nc1nc2n(n1)C(c1ccco1)CC(c1ccccc1)N2 (stereo not drawn) | 3.5 | i | i | i | i | -2.9 | i | i | i | i | i
COc1ccc(-c2ccc(C3C(C#N)=C(N)Oc4n[nH]c(C)c43)o2)cc1 (stereo not drawn) | -1.8 | i | i | i | i | 4.4 | i | i | 55.4* | i | i
COc1ccc2[nH]c3c(N4CCC(O)(c5cccc(C(F)(F)F)c5)CC4)ncnc3c2c1 | 42.3 | i | 100* | i | i | 8.6 | i | i | i | i | i
O=C(NCCc1cccc(C(F)(F)F)c1)C1CCC(=O)N(CCc2cccc(F)c2)C1 (stereo not drawn) | -1.4 | i | i | i | i | 7.3 | i | i | i | i | i
Cc1ccc(C(C)C)cc1S(=O)(=O)NCc1ccccn1 | 13.8 | i | i | i | i | 3.7 | i | i | i | i | i
CCOc1ccc2nc(SCC(=O)c3ccccc3)sc2c1 | -9.4 | i | i | i | i | 2.2 | i | i | i | i | i
O=c1n(-c2ccccc2)c(=O)n2n1CC(O)C2 | 0.1 | i | i | i | i | 1.7 | i | i | i | i | i
COc1ccc(C(=O)NC(C(=O)N2CCc3ccccc32)C(C)C)cc1 (stereo not drawn) | 1.8 | i | i | i | i | 1.5 | i | i | i | i | i
Cc1ccc(CNC(=O)CCC(=O)N2CC(C)Oc3ccc(Cl)cc32)cc1 (stereo not drawn) | -7.8 | i | i | i | i | 5.2 | i | i | i | i | i
COc1ccc(CNC(=O)N2CCN(c3cccc(C)c3C)CC2)cc1OC | -7.0 | i | i | i | i | -0.4 | i | i | i | i | i
Cc1ccc(NC(=O)CN2CCOCC2)cc1C | -1.1 | i | i | i | i | -0.8 | i | i | i | i | i
O=C(CS(=O)(=O)Cc1ccccc1)Nc1nc2c(s1)CCCC2 | -3.3 | i | i | i | i | 9.3 | i | i | i | i | i
COc1ccc(C(=O)N/N=C\c2coc3ccc(Cl)cc3c2=O)cc1 | 1.8 | i | i | i | i | nt | i | i | i | i | i
COc1ccc(N(CC(=O)Nc2cc(Cl)ccc2OC)C2=NC3CS(=O)(=O)CC3S2)cc1 (stereo not drawn) | 7.8 | i | i | i | i | 3.5 | i | i | i | i | i
CCNC(=S)NCc1ccc(Cl)cc1 | 6.5 | i | i | i | -9.59* | -3.8 | i | i | i | i | i
CCCC(=O)Nc1ccc2nn(-c3ccc(OC)cc3)nc2c1 | 13.1 | i | i | i | i | -5.2 | i | i | i | i | i
CC(OC(=O)C1CCN(c2ccc(C(F)(F)F)cn2)CC1)C(=O)c1ccccc1 (stereo not drawn) | -8.0 | i | i | i | i | 4.8 | i | i | i | i | i
CN(C)CCCN=Cc1c(O)n(Cc2ccccc2)c(=O)c2ccccc12 | 3.3 | i | i | i | i | -1.9 | i | i | i | i | i
CCOC(=O)C1C(c2ccc(O)cc2)NC(=O)NC1(O)C(F)(F)F (stereo not drawn) | -4.0 | i | i | i | i | 1.0 | i | i | i | i | i
O=[N+]([O-])c1ccc(/C=C/C2=NN(c3ccccc3)C(c3ccco3)C2)cc1 (stereo not drawn) | nt | nt | i | nt | i | 3.5 | nt | 9.68* | i | i | nt
O=C1/C(=C/c2cccnc2)CCC/C1=C\c1cccnc1 | nt | nt | i | nt | nt | 7.5 | nt | i | i | i | nt
Cc1ccccc1CS(=O)(=O)CCC(=O)NCc1ccc(F)cc1Cl | -0.1 | i | i | i | i | -0.8 | i | i | i | i | i
COc1ccccc1/C=C/C=N/NC(=O)CC1C(=O)NN=C1C (stereo not drawn) | 13.7 | i | i | i | i | 5.9 | i | i | i | i | i
Cc1ccc(C2C(C#N)=C(N)Oc3n[nH]c(-c4ccccc4)c32)o1 (stereo not drawn) | 12.5 | i | i | i | i | 2.4 | i | i | 50.2* | i | i
CC(C)N(Cc1nccn1C)C(=O)CC1C(=O)NCCN1Cc1ccc(F)c(F)c1 (stereo not drawn) | -14.9 | i | i | i | i | 0.8 | i | i | i | -6.46* | i

Compound activity as filed in PubChem.
